CASP6 VEID inh = blocks human caspase-6 cleavage activity; P55212; purified caspase-6, Z-VEID-R110 cleavage fluorescence; inhibition, % at 12.5 µM; hit rate 0.53% among 350,000;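 active = mean inhibition across replicates at least about 35%, with every replicate also reaching that limit, limit read from the data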;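 note: 0% = median of neutral control wells and 100% = no fluorescence left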
esBAF inh = inhibitors of esBAF chromatin remodeling in mouse ES cells; Bmi1-luciferase knock-in reporter, 24 h; 100% = twice the neutral-well signal; reporter increase, % at 12.5 µM; hit rate 2% among 350,000; AID 602393; in the data active = activation above about 40%;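 note: 0% = median of the plate's neutral control wells and 100% = double that signal; a rise in the Bmi1 reporter signal indicates esBAF inhibition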
ERp5 inh = ERp5 (human) disulfide isomerase inhibition; Q15084; ERp5 insulin aggregation, absorbance 650 nm, 90 min; inhibition, % at 9.99 µM; hit rate 0.05% among 350,000; AID 651711;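 active = mean replicate inhibition above about 25%, with every replicate also reaching it, limit read from the data, passing the limit was not always enough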
PglD DTNB = PglD (C. jejuni) enzyme inhibition; hit rate 0.098% among 360,000; inhibition, % at 12.5 µM; purified PglD enzyme, DTNB colorimetric CoA detection; in the data active = inhibition above about 16%, passing the limit was not always enough; note: strong numbers were not always called active
ARNT TACC3 PPI = ARNT/TACC3 interaction disruption; Q9Y6A5; AlphaScreen His-ARNT PAS-B/GST-TACC3 binding, luminescence; TACC3 fragment carries E629A point mutation; inhibition, % at 9.99 µM; hit rate 0.66% among 390,000; AID 623870;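 active = mean inhibition of replicates at least 50% and at least half of replicates each reaching 50%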;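 note: 0% = complete ARNT plus TACC3 wells and 100% = ARNT alone without TACC3; many hits fall short of the cut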
E-selectin induc = E-selectin induction on HUVECs; P16581; HUVEC E-selectin immunofluorescence imaging; normalized: neutral wells 0, TNF-alpha wells 100; activation, % at 7.58 µM; hit rate 0.37% among 260,000;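 active = mean E-selectin-positive cell signal at least 10% of the positive control, reached in at least 60% of replicates, without over 20% cell loss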;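 note: in these data hits start at about 27%; measured in HUVEC primary endothelial cells; signal is the percent of cells scored E-selectin positive by PE staining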
Target sequence (P16581 whole entry, looked up): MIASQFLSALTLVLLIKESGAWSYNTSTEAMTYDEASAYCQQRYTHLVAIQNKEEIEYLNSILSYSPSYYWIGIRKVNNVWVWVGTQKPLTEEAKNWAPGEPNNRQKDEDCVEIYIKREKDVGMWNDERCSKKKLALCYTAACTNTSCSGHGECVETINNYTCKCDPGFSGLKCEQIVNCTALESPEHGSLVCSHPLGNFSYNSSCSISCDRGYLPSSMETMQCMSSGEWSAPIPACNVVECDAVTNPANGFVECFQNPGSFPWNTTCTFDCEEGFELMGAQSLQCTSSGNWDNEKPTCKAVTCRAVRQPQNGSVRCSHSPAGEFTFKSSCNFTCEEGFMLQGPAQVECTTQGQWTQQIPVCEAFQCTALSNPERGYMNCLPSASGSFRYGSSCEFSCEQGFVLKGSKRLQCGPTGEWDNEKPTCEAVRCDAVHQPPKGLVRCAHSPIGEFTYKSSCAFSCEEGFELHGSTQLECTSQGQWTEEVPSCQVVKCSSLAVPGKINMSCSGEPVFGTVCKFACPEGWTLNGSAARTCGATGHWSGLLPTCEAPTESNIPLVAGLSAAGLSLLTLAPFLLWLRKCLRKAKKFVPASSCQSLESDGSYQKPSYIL
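Assay system: HUVEC, human umbilical vein endothelial cells / Amount: 3,000 HUVEC/well / Controls: TNF-alpha positive control, DMSO neutral control / Compound dosing: single concentration / Medium: EGM-2 over gelatin coat / Evaluation: percent E-selectin-positive cells / Signal: immunofluorescence imaging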
RAD52 inh = inhibitors of human RAD52 DNA annealing; AID 651710; hit rate 0.46% among 360,000; recombinant RAD52 DNA annealing, FRET fluorescence; inhibition, % at 18.7 µM; P43351;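 active = every replicate showing at least 50% inhibition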
Target sequence (P43351 whole entry, looked up): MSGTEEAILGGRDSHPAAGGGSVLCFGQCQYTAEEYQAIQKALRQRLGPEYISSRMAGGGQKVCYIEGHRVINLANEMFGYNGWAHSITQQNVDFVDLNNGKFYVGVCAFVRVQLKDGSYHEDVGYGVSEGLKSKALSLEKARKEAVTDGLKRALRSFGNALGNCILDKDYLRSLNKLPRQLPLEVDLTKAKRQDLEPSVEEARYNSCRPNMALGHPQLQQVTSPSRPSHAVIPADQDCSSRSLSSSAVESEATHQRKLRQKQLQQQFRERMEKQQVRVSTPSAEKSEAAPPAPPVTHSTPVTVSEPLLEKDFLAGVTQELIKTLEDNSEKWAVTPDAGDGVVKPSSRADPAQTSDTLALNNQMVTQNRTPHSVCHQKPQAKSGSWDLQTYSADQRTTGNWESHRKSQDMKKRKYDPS
RAD54 branch = inhibitors of human RAD54 branch migration | Q92698 | RAD54 Holliday junction branch migration, FAM/BHQ fluorescence | inhibition, % at 10.4 µM | hit rate 0.14% among 360,000 | AID 602329;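 active = mean normalized replicate activity at least 40 and at least half of replicates scoring 40 or more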;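 note: 0% = median of neutral control wells and 100% = median of positive control wells; inhibitors cause a drop in the FAM fluorescence signal; in these data hits start at about 50%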
* = called active by the depositor; . = no result given.

SMILES	CASP6 VEID inh	esBAF inh	ERp5 inh	PglD DTNB	ARNT TACC3 PPI	E-selectin induc	RAD52 inh	RAD54 branch
COc1cccc(/C=N/NC(=O)Cn2cnc3c2c(=O)n(C)c(=O)n3C)c1	-3	.	5	-2	.	0.2	-14	-15
NC(=O)Nc1ccc(C(=O)OCC(=O)N2CCCC2=O)cc1	-1	1	10	2	.	0.1	-7	0
CC(=O)c1cccc(NC(=O)CSc2nnc(C(C)N(C)C)n2Cc2ccccc2)c1 (centres undefined)	-4	4	-3	-1	-9	.	-15	1
O=C(C1CCN(C2CC(=O)N(c3cccc(Cl)c3)C2=O)CC1)N1CCCC1 (centres undefined)	.	-8	.	2	0	.	.	-13
C[C@H]1CN([C@@H](C)CO)C(=O)c2cc(NC(=O)c3ccncc3)ccc2O[C@@H]1CN(C)Cc1ccc(C(F)(F)F)cc1	.	2	0	-2	.	-4.5	5	-7
CCCn1nc(NS(=O)(=O)c2cccc3nonc23)c2cc3cccc(C)c3nc21	7	-4	1	2	6	.	-14	-2
CN(c1cccc(Cl)c1)S(=O)(=O)c1cccc(C(=O)NCc2ccncc2)c1	-3	14	2	-2	9	.	0	-5
COCCNC(=O)C[C@@H]1C[C@H]2c3cc(NC(=O)Nc4ccc(OC)cc4)ccc3O[C@H]2[C@@H](CO)O1	4	4	8	7	0	0.3	14	-1
COc1ccc(CN(C)C[C@@H]2Oc3c(NS(=O)(=O)c4cn(C)cn4)cccc3C(=O)N([C@@H](C)CO)C[C@H]2C)cc1	1	3	5	2	17	0.1	-4	-23
Cc1ccc2c(c1)c1c(n2CC2COC(C)(C)O2)C(=O)CCC1 (centres undefined)	.	0	.	-4	1	.	.	-2
COc1ccc(C(=O)N2CCCCC2)cc1S(=O)(=O)Nc1cccc(C(=O)O)c1	0	-1	4	2	-6	.	-9	-3
C[C@H](CO)N1C[C@H](C)[C@H](CN(C)C(=O)c2ccccn2)Oc2cc(C#CC3CC3)ccc2S1(=O)=O	6	-8	0	-3	-4	0.2	-15	3
Cc1ccc(OCCC(=O)OCC(=O)NC2CCCC2)cc1	5	-5	3	4	-4	.	-6	7
O=C(c1ccncc1)N1C[C@H]2[C@@H](c3ccccc31)[C@@H](CO)N2Cc1ccc(F)cc1	1	3	-5	1	-2	-0.1	-3	2
COCC(=O)Nc1ccc2c(c1)OC[C@@H](C)N(C(=O)c1cnccn1)C[C@@H](C)[C@H](OC)CN(C)C2=O	2	-1	-10	-2	-10	0.5	-16	-2
CC(C)C(=O)Nc1ccc2c(c1)C(=O)N(C)[C@@H]1CC[C@@H](CC(=O)N[C@@H](C)c3ccccc3)O[C@H]1CO2	.	1	.	-3	-9	0.0	.	-3
Cc1cc(C)cc(NC(=O)Nc2cc(-c3ccccc3)nn2C)c1	1	4	-3	.	-10	0.0	7	.
C[C@@H]1CN([C@H](C)CO)C(=O)c2c(c3ccccc3n2C)-c2ccccc2CO[C@H]1CN(C)C(=O)c1ccc(F)cc1	2	9	-1	1	-9	-0.2	0	6
Cc1ccccc1OCCC(=O)OCC(=O)Nc1c(C)nn(-c2ccccc2)c1C	-5	.	-7	1	0	1.7	3	-13
COCCN1Cc2cccc(C(=O)NCc3ccccc3OC)c2C1=O	.	-6	.	-1	-1	.	.	-10
Cc1ccnc(N2CCC(C(=O)NC3CCCCCC3)CC2)n1	.	5	.	-5	-5	.	.	0
C[C@@H]1CCCCO[C@H](CN(C)C(=O)Cc2ccccc2)[C@@H](C)CN([C@@H](C)CO)C(=O)c2cc(NC(=O)Nc3ccc4c(c3)OCO4)ccc2O1	-2	-2	1	4	12	-0.1	7	-4
CN(C(=O)c1cccc(NC(=O)Cc2ccc(NC(=O)C3CCN(C(=O)C4CCCCC4)CC3)cc2)c1)C1CC1	-1	7	5	-2	-5	0.2	-14	1
COc1ccccc1NC(=O)CCNS(=O)(=O)c1ccc2[nH]c(=O)oc2c1	17	-15	0	2	-25	.	-8	9
COc1cc(C(=O)NCC(c2ccco2)N(C)C)cc(OC)c1OC (centres undefined)	-8	.	11	.	1	0.8	-19	.
O=C(CCC1CCCN(C(=O)c2ccc3cc[nH]c3c2)C1)N1CCN(c2ccccn2)CC1 (centres undefined)	0	-4	-2	2	8	-0.7	-10	1
CC(C)n1cnc2c(NCc3ccccc3)nc(NCc3ccccc3)nc21	-3	23	-5	2	0	0.0	-13	-8
C[C@H](CO)N1C[C@H](C)[C@H](CN(C)C)Oc2c(NC(=O)Nc3ccc(C(F)(F)F)cc3)cccc2C1=O	2	2	-2	3	1	.	28	5
CCOC(=O)C1CCCN(C(=O)c2cc(-c3ccccc3)nc3ccccc23)C1 (centres undefined)	1	.	6	.	-7	.	-9	.
CN(Cc1ccccc1N1CCCC1)C(=O)c1cc2ccccc2o1	5	.	1	-1	-3	0.1	-152	6
O=C(/C=C\c1ccco1)NC(=S)Nc1ccccc1O	49*	.	-2	.	1	-0.4	-46	.
COc1cc(SC)ccc1C(=O)NCCOc1ccc(C)c(C)c1	-1	.	2	-4	-8	.	-20	1
O=C(NCc1ccc(Cl)cc1)C1CCN(S(=O)(=O)c2cccs2)CC1	0	-3	-2	7	-7	.	-4	0
C[C@@H]1CN([C@H](C)CO)C(=O)c2cc(NC(=O)c3ccncc3)ccc2O[C@@H]1CN(C)Cc1ccc2c(c1)OCO2	2	-1	1	8	-10	.	-2	-11
N=c1c(C(=O)NCc2ccco2)cc2c(=O)n3ccccc3nc2n1Cc1ccccc1	.	-8	.	1	-23	.	.	12
O=C(CC1C(=O)NCCN1Cc1c(F)cccc1Cl)NCCCOc1cccnc1 (centres undefined)	-12	-8	-3	-2	21	.	-11	1
O=C(NC12CC3CC(CC(C3)C1)C2)c1ccc(=O)oc1	.	1	.	-7	-2	.	.	0
Cc1cccc(NC(=O)COc2ccc(Br)cc2C)n1	.	36	.	-5	-4	.	.	10
Nc1nccc(-c2cccs2)n1	-2	.	-2	.	-7	.	-4	.
O=C(NC1CC2CCCC(C1)N2Cc1ccccc1)c1ccc([N+](=O)[O-])cc1 (centres undefined)	-1	-7	8	2	2	.	-13	9

Copied from the results shown, 16 compounds:
SMILES	CASP6 VEID inh	esBAF inh	ERp5 inh	PglD DTNB	ARNT TACC3 PPI	E-selectin induc	RAD52 inh	RAD54 branch
C[C@@H]1CCCCO[C@H](CN(C)C(=O)Cc2ccccc2)[C@@H](C)CN([C@@H](C)CO)C(=O)c2cc(NC(=O)Nc3ccc4c(c3)OCO4)ccc2O1	-2	-2	1	4	12	-0.1	7	-4
CN(C(=O)c1cccc(NC(=O)Cc2ccc(NC(=O)C3CCN(C(=O)C4CCCCC4)CC3)cc2)c1)C1CC1	-1	7	5	-2	-5	0.2	-14	1
COc1ccccc1NC(=O)CCNS(=O)(=O)c1ccc2[nH]c(=O)oc2c1	17	-15	0	2	-25	.	-8	9
COc1cc(C(=O)NCC(c2ccco2)N(C)C)cc(OC)c1OC (centres undefined)	-8	.	11	.	1	0.8	-19	.
O=C(CCC1CCCN(C(=O)c2ccc3cc[nH]c3c2)C1)N1CCN(c2ccccn2)CC1 (centres undefined)	0	-4	-2	2	8	-0.7	-10	1
CC(C)n1cnc2c(NCc3ccccc3)nc(NCc3ccccc3)nc21	-3	23	-5	2	0	0.0	-13	-8
C[C@H](CO)N1C[C@H](C)[C@H](CN(C)C)Oc2c(NC(=O)Nc3ccc(C(F)(F)F)cc3)cccc2C1=O	2	2	-2	3	1	.	28	5
CCOC(=O)C1CCCN(C(=O)c2cc(-c3ccccc3)nc3ccccc23)C1 (centres undefined)	1	.	6	.	-7	.	-9	.
CN(Cc1ccccc1N1CCCC1)C(=O)c1cc2ccccc2o1	5	.	1	-1	-3	0.1	-152	6
O=C(/C=C\c1ccco1)NC(=S)Nc1ccccc1O	49*	.	-2	.	1	-0.4	-46	.
COc1cc(SC)ccc1C(=O)NCCOc1ccc(C)c(C)c1	-1	.	2	-4	-8	.	-20	1
O=C(NCc1ccc(Cl)cc1)C1CCN(S(=O)(=O)c2cccs2)CC1	0	-3	-2	7	-7	.	-4	0
C[C@@H]1CN([C@H](C)CO)C(=O)c2cc(NC(=O)c3ccncc3)ccc2O[C@@H]1CN(C)Cc1ccc2c(c1)OCO2	2	-1	1	8	-10	.	-2	-11
N=c1c(C(=O)NCc2ccco2)cc2c(=O)n3ccccc3nc2n1Cc1ccccc1	.	-8	.	1	-23	.	.	12
O=C(CC1C(=O)NCCN1Cc1c(F)cccc1Cl)NCCCOc1cccnc1 (centres undefined)	-12	-8	-3	-2	21	.	-11	1
O=C(NC12CC3CC(CC(C3)C1)C2)c1ccc(=O)oc1	.	1	.	-7	-2	.	.	0

Shown with bars between the fields: entries from further up
SMILES | CASP6 VEID inh | esBAF inh | ERp5 inh | PglD DTNB | ARNT TACC3 PPI | E-selectin induc | RAD52 inh | RAD54 branch
COc1cc(SC)ccc1C(=O)NCCOc1ccc(C)c(C)c1 | -1 | . | 2 | -4 | -8 | . | -20 | 1
O=C(NCc1ccc(Cl)cc1)C1CCN(S(=O)(=O)c2cccs2)CC1 | 0 | -3 | -2 | 7 | -7 | . | -4 | 0

The results go on:
SMILES	CASP6 VEID inh	esBAF inh	ERp5 inh	PglD DTNB	ARNT TACC3 PPI	E-selectin induc	RAD52 inh	RAD54 branch
OC[C@H]1[C@H](c2ccc(C#CC3CC3)cc2)[C@H]2CN(CCC(F)(F)F)CCCCN21	-4	.	-1	-3	7	.	22	6
CN(C)S(=O)(=O)c1cccc(NC(=O)COC(=O)/C=C/c2ccc(Br)o2)c1	8	5	-7	5	0	-0.1	-5	2
OC(c1ccc(Cl)c(F)c1)c1ncc(-c2ccccc2Cl)[nH]1 (centres undefined)	6	1	2	8	.	0.2	-10	8
O=C(COc1ccccc1)Nc1ccncc1Cl	0	.	2	1	-5	-0.1	-19	4
Cc1cccn2c(=O)c3cc(C(=O)N(C)C)n(C)c3nc12	.	17	.	-1	-2	.	.	9
COC(=O)[C@@]1(C)[C@H]2C(=O)N(Cc3ccccc3)C(=O)[C@H]2[C@H]2CN=C(SCc3ccc(C)cc3)N21	-2	-2	-2	-3	-8	.	-11	10
C[C@@H]1CN([C@H](C)CO)C(=O)c2cccc(NS(C)(=O)=O)c2O[C@@H]1CN(C)Cc1ccc(Oc2ccccc2)cc1	-2	0	1	-1	-5	41*	0	-3
O=C(CCl)N1CCN(S(=O)(=O)c2ccc3ccccc3c2)CC1	74*	-21	2	1	0	.	-4	-4
CC(=O)c1ccc(OCCCC(=O)NCCc2ccc(C(F)(F)F)cc2)cc1	0	-6	-3	2	-5	0.0	3	1
COc1cc(/C=C2\C(=O)ON=C2c2ccccc2)cc(OC)c1OC	.	10	.	5	-5	.	.	4
O=S(=O)(Nc1ccc(-c2ccccc2)cc1)c1ccccc1	.	4	1	-5	0	0.3	-2	0
O=S(=O)(c1ccc(NC(=S)N2CCN(c3ccccc3F)CC2)cc1)N1CCOCC1	4	.	6	.	.	-1.0	-19	.
CCOC(=O)COc1nc(-c2ccccc2)cc(-c2ccco2)c1C#N	0	0	-2	.	-7	.	-22	.
CCCCOc1ccc(C(=O)Oc2cccnc2)cc1	-4	.	-4	.	-3	0.1	-11	.
COc1ccc(CCNC(=O)CC(NC(=O)c2ccccc2Cl)c2ccccc2)cc1 (centres undefined)	-1	.	-4	5	-1	.	-2	2
Cc1cc(F)c(F)c(C(=O)N2CCOCC2)c1Cl	.	-10	.	-7	-7	.	.	-7
CCc1nc(Nc2cccc(O)c2)c2oc3ccccc3c2n1	.	11	.	3	5	.	.	1
CCc1ccccc1NNC(=O)CCc1ccccc1	1	-12	2	.	1	0.0	-5	.
Cc1ccccc1C(=O)NC1CCN(C(=O)Nc2ccc(F)cc2)CC1	-1	4	1	1	-3	-0.1	-2	5
c1ccc2occc2c1	-1	-2	4	-6	-2	.	0	-7
CNC(=S)NNc1nc(C)cc(C)n1	0	.	2	1	-7	.	-7	-4
Cc1nnc(SCC(=O)NC2CCCCCC2)n1N	-16	1	-5	2	.	.	-7	-2

High-throughput results: PubChem BioAssay, Broad Institute

Outcome played no part in choosing rows. Share with any hit: about 3.2%.
